# HTR2A ag = mouse HTR2A agonism via beta-arrestin recruitment. P35363. activation, % at 7.6 µM. AID 624169. CHO-K1 mHTR2A beta-arrestin complementation, luminescence; percent of 30 µM serotonin response. actives 0.66% (n = 360,000);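 active = activation above a run cutoff, the mean activation of all tested compounds plus 3 SD, cut at about 14% in these data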;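 note: 0% = plate median of compound wells and 100% = 30 µM serotonin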
# Target sequence (P35363 whole entry, looked up): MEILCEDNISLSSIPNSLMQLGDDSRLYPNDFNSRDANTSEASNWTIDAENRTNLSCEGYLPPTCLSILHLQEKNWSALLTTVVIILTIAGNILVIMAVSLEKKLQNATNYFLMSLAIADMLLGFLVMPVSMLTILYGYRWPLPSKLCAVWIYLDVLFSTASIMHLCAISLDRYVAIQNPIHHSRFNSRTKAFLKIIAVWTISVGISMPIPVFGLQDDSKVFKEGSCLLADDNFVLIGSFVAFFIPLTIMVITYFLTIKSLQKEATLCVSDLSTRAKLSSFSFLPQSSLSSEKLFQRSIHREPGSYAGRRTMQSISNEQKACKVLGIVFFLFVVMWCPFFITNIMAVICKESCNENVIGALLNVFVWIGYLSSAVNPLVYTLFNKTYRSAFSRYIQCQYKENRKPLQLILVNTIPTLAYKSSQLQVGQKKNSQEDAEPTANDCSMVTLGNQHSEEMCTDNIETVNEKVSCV
# ABHD5 PLIN5 PPI = inhibitors of human ABHD5-perilipin-5 interaction; inhibition, % at 4 µM; Split G. princeps luciferase complementation, luminescence, 4 h; Q00G26+Q8WTS1; actives 0.78% (n = 360,000);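 active = inhibition above the mean inhibition across every tested compound plus 3 SD, cut at about 22% in these data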;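 note: 0% = DMSO only wells and the 100% control is not disclosed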
# NOD2-RIPK2 inh = blocks binding of human NOD2 to RIPK2. actives 0.38% (n = 360,000). CHO BLA complementation NOD2-RIPK2, CCF4 ratio. inhibition, % at 4.98 µM. AID 624267; in the data active = inhibition above about 21%;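 note: 0% = vehicle only and 100% = reference blocker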
# Target sequence (O43353 whole entry, looked up): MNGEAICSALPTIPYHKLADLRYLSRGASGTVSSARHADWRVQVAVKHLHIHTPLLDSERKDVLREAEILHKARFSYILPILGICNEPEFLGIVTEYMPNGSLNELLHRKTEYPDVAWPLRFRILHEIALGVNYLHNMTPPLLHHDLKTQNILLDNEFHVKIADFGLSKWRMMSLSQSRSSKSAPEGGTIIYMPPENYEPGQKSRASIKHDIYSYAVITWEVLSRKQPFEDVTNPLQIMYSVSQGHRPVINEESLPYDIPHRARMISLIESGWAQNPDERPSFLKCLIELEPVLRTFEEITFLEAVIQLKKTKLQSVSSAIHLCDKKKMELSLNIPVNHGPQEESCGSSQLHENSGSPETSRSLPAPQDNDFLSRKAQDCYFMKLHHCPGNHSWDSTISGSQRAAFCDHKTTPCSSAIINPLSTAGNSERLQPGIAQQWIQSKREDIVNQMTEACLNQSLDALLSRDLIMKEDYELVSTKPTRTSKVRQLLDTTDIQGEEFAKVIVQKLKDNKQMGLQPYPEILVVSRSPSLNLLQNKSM
# MC4R antagonist = human MC4R antagonism in cAMP assay. inhibition, % at 6.5 µM. actives 0.48% (n = 360,000). MC4R-expressing cells, MTII-stimulated cAMP, LANCE TR-FRET. P32245;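 active = inhibition above its plate's cutoff, the mean of tested wells on that plate plus 3 SD, cut at about 29% in these data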;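 note: 0% = Melanotan II alone and 100% = Melanotan II plus saturating MCL0020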
#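 Test system: U2OS cells stably expressing human melanocortin 4 receptor (MC4R); also added: Melanotan II challenge; compound: 6.5 µM single dose; timing: 30-min compound preincubation, 1-h Melanotan II challenge, 1-h detection, room temperature; signal: Eu-cAMP/anti-cAMP TR-FRET, emission 671 nm; repeats: one well per compound, no replicates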
# MC4R ag barr = agonists of human melanocortin 4 receptor (MC4R) beta-arrestin. P32245. actives 0.98% (n = 360,000). U2OS MC4R beta-arrestin complementation, luminescence; percent of melanotan II response, DMSO zero. AID 540308. activation, % at 8.9 µM;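 active = activation above a per-plate cutoff, the mean activation of sample wells on that plate plus 3 SD, cut at about 8% in these data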
# ABCB6 inh MLPCN = human ABCB6 transporter inhibition | Q9NP58 | K562-ABCB6 porphyrin accumulation, flow cytometry, 1 h; active compounds read low | fluorescence ratio to DMSO, % at 10 µM | actives 0.19% (n = 360,000);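 active = fluorescence ratio to DMSO below 75%, the collection mean minus 3 SD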;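 note: signal is porphyrin accumulated inside mitochondria; 100% equals median channel fluorescence of DMSO control wells; lower ratio means ABCB6 inhibition with less porphyrin fluorescence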
# H9c2 protect = modulators protecting cardiomyocytes from myocardial damage | H9c2 cardiomyocytes, H2O2 injury protection, ATPLite, 2 h | actives 0.63% (n = 360,000) | protection from H2O2 cell death, % at 20 µM | AID 588492;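 active = compounds giving at least 50% protection of heart cells from peroxide-induced death in the single-dose screen, raw or plate-pattern-corrected value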;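 note: 0% = DMSO wells with peroxide and 100% = DMSO wells without peroxide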
# Glyco luc inh = blocks N-linked glycosylation in D54 reporter cells; actives 0.23% (n = 360,000); D54 ERlucT glycosylation luciferase reporter, 24 h; percent of 100 nM tunicamycin response; reporter increase, % at 12.5 µM; AID 588692;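 active = mean luciferase reporter signal, scaled so untreated is 0 and the glycosylation-blocking control 100, at or above a set limit in every replicate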;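 note: luciferase carries N-glycosylation sites so blocking glycosylation raises the light; 0% = median of neutral control wells and 100% = median of 100 nM tunicamycin wells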
# TLR9-MyD88 block = blocks human TLR9 binding to MyD88; Q9NR96+Q99836; CHO BLA complementation TLR9-MyD88, CCF4 FRET ratio; actives 0.21% (n = 340,000); inhibition, % at 4.98 µM;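 active = inhibition above the mean over all tested compounds plus 3 SD, cut at about 21% in these data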;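 note: 0% = DMSO only wells and 100% = clavulanate BLA inhibitor control wells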
# SRC2 inh = inhibits human steroid receptor coactivator 2 | Q15596 | HEK293 GAL4-SRC2 luciferase reporter, luminescence | inhibition, % at 9 µM | actives 0.17% (n = 370,000) | AID 651957;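 active = inhibition above the mean inhibition of all tested compounds plus 3 SD, set per campaign, cut at about 52% in these data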;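 note: 0% = DMSO treated cells and 100% = cells given Gossypol at 36 µM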
# Numbers without * were called inactive; . = no result given. Some of the compounds tested; rates above refer to the full screens.
SMILES,HTR2A ag,ABHD5 PLIN5 PPI,NOD2-RIPK2 inh,MC4R antagonist,MC4R ag barr,ABCB6 inh MLPCN,H9c2 protect,Glyco luc inh,TLR9-MyD88 block,SRC2 inh
O=c1cc(C(O)C[N+](=O)[O-])occ1OCc1ccccc1 (configuration not stated),4,10,-13,5,1.6,92,9,4,.,-35
COc1ccc([N+](=O)[O-])cc1NC(=O)COC(=O)c1ccc(O)cc1,-2,3,-10,8,-1.8,96,2,-1,-33,-9
Cc1ccc(Cc2c(-c3ccc(Cl)cc3)nc3cc(C)ccn23)cc1,-6,5,9,-15,-0.6,93,-17,-7,0,-40
Cc1ccc(-n2[nH]c(C)c(C=Nc3cc(C)ccn3)c2=O)cc1,5,-9,-7,-2,-0.7,98,-13,0,10,5
CN(C(=O)C1CCCO1)c1nnc(-c2ccncc2)s1 (configuration not stated),1,2,-7,14,-0.3,98,-1,0,-24,-23
COc1ccc(N=CC2=C(O)c3ccccc3C2=O)c(OC)c1,-2,-1,-14,-7,12*,94,-38,-15,-9,-96
COc1cccc(CNc2nc3cc(-c4ccccc4)sc3c(=O)n2C)c1,-4,-1,11,13,1.8,98,-17,-4,.,10
CC1=C(C(=O)c2ccccc2)C(c2ccc(OC(F)F)cc2)NC(=S)N1 (configuration not stated),-4,-3,-5,4,-0.8,97,-7,23,-6,3
COc1ccc(S(=O)(=O)N(C)C[C@H]2Oc3ccc(NC(=O)NC4CCCCC4)cc3C(=O)N([C@H](C)CO)C[C@@H]2C)cc1,12,10,-11,6,-0.4,94,0,1,7,-13
c1ccc(Cn2c3ccccc3c3nnc(SCCN4CCCCC4)nc32)cc1,-8,3,-8,6,-2.9,95,2,-6,.,-5
Cn1c(Nn2cnnc2)nc2ccccc21,3,-1,-1,1,-0.7,98,1,3,-1,-5
Cc1cc(NC(=O)COC(=O)CSc2nc3cc(Cl)ccc3n2Cc2ccccc2)no1,-3,-2,-9,12,-3.2,95,9,-1,7,0
COc1cc(/C=C/C(=O)OCC(=O)Nc2cc(S(=O)(=O)N3CCOCC3)ccc2Cl)cc(OC)c1OC,3,9,9,5,-1.8,91,8,-2,2,-18
CCCC(=O)NC(NC(=S)Nc1ccc(N=Nc2ccccc2)cc1)C(Cl)(Cl)Cl (configuration not stated),7,-3,-13,29*,-2.7,96,-23,30*,-2,-16
CC(=O)Nc1ccc(NC(=O)Cn2c(-c3ccc(F)cc3)cnc2SCC(=O)Nc2c(C)cccc2C)cc1,4,-6,-7,6,0.0,98,2,2,3,-12
O=c1nc(N2CCCC2)nc(Nc2ccccc2)[nH]1,11,5,-35,10,-0.2,99,7,1,-3,24
CC1CCCN(Cc2c(O)ccc3c4c(c(=O)oc23)CCCC4)C1 (configuration not stated),-11,-3,0,13,-1.2,100,-2,-3,-3,-23
CC1CCCC(NC(=O)CSc2ncccc2C(=O)O)C1C (configuration not stated),-1,-1,1,0,-2.7,102,-1,-3,-2,3
Cc1cc(C)n(-c2nc3ccccc3nc2Nc2ccc3c(c2)OCO3)n1,-5,0,5,19,0.2,107,-12,0,4,-17
C=CCN(Cc1ccc(OC)c(OC)c1)C(=O)c1cc2cc(F)ccc2[nH]1,20*,-2,1,6,0.2,94,-8,-3,-5,16
O=C(Cc1ccccc1)Nc1ccc(-c2nnc(-c3ccco3)o2)cc1,3,-7,2,-5,3.3,90,-3,-1,0,-20
CCN1CCN(C(=O)c2ccc(OCC(=O)Nc3ccc(F)cc3)c(OC)c2)CC1,1,5,-2,-1,0.9,104,1,-2,6,21
FC(F)(F)c1ccc(Sc2nnc(-c3cccs3)n2CC2CCCO2)nc1 (configuration not stated),-2,-6,-13,1,-1.4,98,-13,0,2,5
Cn1c(=NC(=O)C2CC2)sc2cc(F)cc(F)c21,1,0,4,-5,0.1,98,-6,1,-11,-47
CCn1c(SCC(=O)Nc2cc(C)on2)nnc1-c1ccco1,-3,3,-2,15,-0.5,97,0,2,0,-9
COCCCNC(=O)[C@H](CSCc1ccccc1)N1Cc2ccccc2C1=O,-5,-3,-5,5,-0.3,100,4,-1,-2,-10
CCn1c(C)nc2cc(C(=O)N/N=C/c3ccc(O)cc3)ccc21,-3,2,-6,11,0.0,102,8,-1,-3,-5
CC12CCC(C/C1=N/O)C2(C)CBr (configuration not stated),7,8,11,6,3.5,104,-2,-2,4,5
Cc1sc2ncnc(NCC(O)c3ccc([N+](=O)[O-])cc3)c2c1C (configuration not stated),-4,-3,-3,3,-3.0,93,-10,0,6,-9
Cc1cccn2c(=O)c(C=Nc3ccc(Cl)cc3)c(NCCO)nc12,1,1,4,-5,-1.2,95,1,3,-7,0
CCOC(=O)C1=C(COC(=O)COc2ccc(OCC)cc2)NC(=O)NC1C (configuration not stated),-4,-3,4,2,-1.9,101,2,1,-5,9
COc1ccc(NC(=O)Cn2nnc(C(=O)NCc3ccccc3OC)c2N)cc1Cl,-1,0,-3,6,-1.1,99,0,-1,-7,-6
COc1ccc(CNC(=O)COC(=O)c2ccc(C(=O)c3ccccc3)cc2)cc1,10,-1,8,12,-0.5,101,-1,0,2,-20
Cc1ccc(OCCOC(=O)Cn2nc(C)c([N+](=O)[O-])c2C)cc1,2,1,-6,1,-1.9,96,3,0,0,-23
O=C(CCCN1C(=O)c2cccc3cccc(c23)C1=O)N1CCN(c2ncccn2)CC1,3,1,-13,7,-0.4,98,18,0,-13,15
Cn1cc(S(=O)(=O)NCc2ccc(Cl)cc2)c(=O)n(C)c1=O,5,4,7,2,-0.7,100,3,0,-2,7
O=C(C1COc2ccccc2O1)N1CCN(c2ccccc2)CC1 (configuration not stated),0,0,5,7,-0.8,91,7,0,-3,4
Cc1ccccc1OCC(=O)Nc1ccc2[nH]ncc2c1,2,-2,-11,11,-0.3,102,-2,-1,1,-56
Nc1c(C(=O)O)nnn1Cc1ccccc1,0,5,-3,-2,-1.3,93,0,3,-7,7
C=CCNC(=O)N1CCc2[nH]c3ccc(F)cc3c2C1,-13,-1,1,-4,-1.1,105,8,1,4,5
CC(C[N+](C)(C)C)OC(=O)C1(c2ccccc2)CCCC1 (configuration not stated),0,9,-5,1,-2.5,105,2,-2,3,-24
CCOC(=O)c1c(C)[nH]c(C(=O)OCC(=O)NC2(C#N)CCCCC2)c1C,1,-5,-12,1,-1.9,94,-4,-1,-1,-33
O=C1/C(=C/c2ccncc2)SC(=S)N1C1CCCCC1,-1,3,0,10,-1.7,101,6,3,-5,1
C=CCNc1nc(NCCCN2CCCC2=O)c2sc(-c3ccccc3)cc2n1,-9,18,11,4,3.7,102,-2,3,.,-15
CCC(CC)c1nnc(NC(=O)c2nc3nc(C)cc(C)n3n2)s1,-1,4,-6,9,-1.3,.,5,2,2,-5
O=C(/C=C/c1ccc([N+](=O)[O-])cc1)Nc1cccc(C(=O)Nc2ccccc2C(=O)O)c1,0,0,-19,-1,1.3,123,-3,-1,-1,-32
CCc1ccc(C(=O)N2CCCN(C)CC2)s1,-2,2,-2,0,-1.9,90,-3,0,17,6
COc1ccc2c(c1)OC[C@H]1[C@H]2N2C(=O)CN(Cc3ccccc3)C(=O)[C@@]2(C)[C@H]1c1ccccc1,-2,-20,5,4,1.3,99,7,-6,-9,5
O=C(Nc1cc(Cl)cc(Cl)c1)N[C@@H]1CC[C@@H](CCNS(=O)(=O)c2cccc(F)c2)O[C@@H]1CO,-2,-13,-9,.,.,.,.,.,.,1
O=S(=O)(Nc1cccc(S(=O)(=O)N2CCCC2)c1)c1ccc(Cl)s1,8,3,-4,8,-0.2,94,2,-1,6,-6
C[C@@H](C(=O)Nc1ccc2ccccc2c1)[C@@H]1C[C@@]1(C)[C@@H](NC(=O)OCc1ccccc1)c1ccccc1,-8,-2,-7,11,2.5,97,1,-3,-9,.
Cc1nn(C(=O)CCC(=O)NCc2ccc(OC(C)C)cc2)c2ccccc12,7,0,-13,6,0.5,96,-6,0,-5,10
CC1=C(C#N)C(/C=N/OCc2ccc(Cl)cc2)CC(=O)N1 (configuration not stated),-1,0,-1,15,-1.7,92,-6,0,-5,9
CCn1c(SCC(=O)Nc2ccccc2C(=O)OC)nnc1-c1ccoc1C,2,1,2,7,-0.5,94,5,-3,7,20
CCOC(=O)C1=C(C)Nc2nc(=S)[nH]n2C1c1ccc(Cl)cc1 (configuration not stated),0,-6,4,5,-1.3,100,5,7,-4,-8
CC(C)Oc1ccc(CNC(=O)C2CCN(C(=O)N3CCOc4ccccc43)CC2)cc1,-2,2,9,3,-0.8,93,7,1,-4,-18
CCN(CC)CC(=O)NCc1cc(-c2ccc(OC)cc2)no1,2,3,5,4,0.0,95,-2,0,-8,3
C[C@H](CO)N1C[C@H](C)[C@@H](CN(C)C(=O)Nc2ccc3c(c2)OCO3)Oc2c(NS(=O)(=O)c3ccc(F)cc3)cccc2C1=O,3,1,-6,9,0.4,102,-1,3,1,10
O=C(c1ccc(Cl)c(Cl)c1)N1CCC(=O)N([C@H](COCc2ccccc2)Cc2ccccc2)CC1,-1,2,-8,.,.,100,.,.,.,0
O=C(NCCCCc1ccccc1)Nc1ccc(F)cc1,-2,-7,-3,1,-2.7,98,-12,0,-3,-8

# (next part)
SMILES,HTR2A ag,ABHD5 PLIN5 PPI,NOD2-RIPK2 inh,MC4R antagonist,MC4R ag barr,ABCB6 inh MLPCN,H9c2 protect,Glyco luc inh,TLR9-MyD88 block,SRC2 inh
Cc1ccc(S(=O)(=O)N2CCCC2=O)c(C)c1N(C)S(C)(=O)=O,2,4,2,6,0.3,97,7,1,-3,2
CCCCC(=O)Nc1ccc2c(c1)nc(CCN1CCN(C)CC1)n2C,0,-8,1,19,0.6,101,-2,-2,-6,-4
CCOc1ccccc1CNC(=O)c1nn(C)c2c1CS(=O)(=O)c1ccccc1-2,-11,4,-4,4,-3.8,95,12,-3,-2,17
CCN(CC)S(=O)(=O)c1ccc(C)c(NC(=O)COC(=O)CN2C(=O)NC(C)(C)C2=O)c1,1,-2,9,-3,-1.3,100,-3,4,0,6
COc1ccc(OC)c(-c2csc3nnc(SCC(=O)Nc4ccc(NC(C)=O)cc4)n23)c1,1,-1,3,7,-1.7,96,3,4,-4,-16
O=C(CNC(=O)c1sc2ccccc2c1Cl)NCc1ccc(F)cc1,1,11,-2,5,4.9,96,-2,2,4,-22
O=C(CSc1nnc(CCc2nc3ccccc3[nH]2)n1-c1ccccc1)NCc1ccco1,5,9,-4,3,0.2,97,-1,1,0,5
